Compound activity from PubChem BioAssay.
mut p53 react – restores mutant p53 pathway signaling in SW480 cells. 28,000 tested, 1.5% active. SW480 PUMA-promoter luciferase, p53 mutant reactivation. activation, % at 9.98 µM; in the data active means activation above about 52%
STK33 inh – blocks human STK33 kinase activity; Q9BYT3; ADP-Glo luminescence, MBP substrate; inhibition, % at 12.5 µM; 27,000 tested, 0.44% active; in the data active means inhibition above about 20%
Target sequence (Q9BYT3 whole entry, looked up): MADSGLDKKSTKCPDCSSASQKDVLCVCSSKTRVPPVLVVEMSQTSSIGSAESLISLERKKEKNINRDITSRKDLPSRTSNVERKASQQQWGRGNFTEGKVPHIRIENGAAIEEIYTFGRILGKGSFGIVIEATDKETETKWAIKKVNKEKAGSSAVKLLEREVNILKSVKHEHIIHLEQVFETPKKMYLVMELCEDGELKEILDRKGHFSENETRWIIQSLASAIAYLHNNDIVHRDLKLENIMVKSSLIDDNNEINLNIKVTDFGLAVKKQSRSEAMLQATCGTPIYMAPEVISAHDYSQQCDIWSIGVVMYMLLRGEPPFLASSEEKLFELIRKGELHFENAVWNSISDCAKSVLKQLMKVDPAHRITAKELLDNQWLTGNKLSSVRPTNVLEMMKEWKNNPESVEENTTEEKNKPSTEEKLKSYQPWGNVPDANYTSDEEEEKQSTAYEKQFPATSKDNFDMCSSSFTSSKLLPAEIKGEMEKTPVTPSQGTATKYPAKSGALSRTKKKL
* marks the source's active call; other numbers are inactive results; · = no result given. An excerpt. The share of hits here may be higher or lower than overall.

SMILES	mut p53 react	STK33 inh
C[C@@H]1CN([C@H](C)CO)C(=O)CCCn2cc(nn2)CO[C@H]1CN(C)S(=O)(=O)c1ccc(Oc2ccccc2)nc1	-5	-3
O=C(O)c1ccccc1Nc1cccc(OCc2ccc3ccccc3n2)c1	0	·
Cc1noc(C)c1NC(=O)Nc1ccc2c(c1)CC(=O)N([C@@H](C)CO)C[C@@H](C)[C@H](CN(C)C(=O)NC(C)C)O2	0	·
C[C@@H]1CN([C@@H](C)CO)C(=O)Cc2cc(NC(=O)c3ccncc3)ccc2O[C@@H]1CN(C)C(=O)NC1CCCCC1	-1	0
Cc1noc(C)c1S(=O)(=O)Nc1ccc2c(c1)CC(=O)N([C@@H](C)CO)C[C@H](C)[C@H](CN(C)S(=O)(=O)c1ccc(F)cc1)O2	·	0
COC(=O)C1=C(C)Nc2nnnn2C1c1ccco1 (configuration not stated)	-12	-8
CCn1c(SCC(=O)Nc2cccc(C)c2C)nnc1-c1ccc(Cl)c(Cl)c1	-3	-2
O=C1c2cccc3cccc(c23)C(=O)N1CCCSc1nnnn1-c1ccccc1	6	4
C[C@H](CO)N1C[C@H](C)[C@H](CN(C)Cc2ccncc2)Oc2ncc(C#CC(C)(C)O)cc2C1=O	3	-4
COc1ccc(CNC(=O)C[C@@H]2C[C@@H]3c4cc(NC(=O)NC5CCCC5)ccc4O[C@@H]3[C@@H](CO)O2)cc1	-4	·
Cc1c(Cl)cccc1NC(=O)CN(c1ccccc1Br)S(C)(=O)=O	14	-3
Cc1nonc1OCCNc1ccc(C(F)(F)F)cc1[N+](=O)[O-]	27	-2
COc1ccc(NC(=O)CSc2nnc(-c3ccccc3)c(-c3ccccc3)n2)cc1	7	-2
CN(CCOc1ccc(CC(Nc2ccccc2C(=O)c2ccccc2)C(=O)O)cc1)c1ccccn1 (configuration not stated)	-11	·
C[C@H]1CN([C@@H](C)CO)C(=O)c2cc(NC(=O)CCCN(C)C)ccc2O[C@H]1CN(C)C(=O)Nc1ccccc1	5	·
COC(=O)c1ccccc1NC(=O)c1ccc(NC(=O)C(C)Oc2ccc(Cl)cc2C)cc1 (configuration not stated)	22	-3
C[C@@H]1CN([C@@H](C)CO)C(=O)c2cc(NC(=O)Nc3ccc4c(c3)OCO4)ccc2O[C@H]1CN(C)Cc1ccc2c(c1)OCO2	·	1
CN(Cc1nc(-c2cccc([N+](=O)[O-])c2)no1)S(=O)(=O)c1ccc(Br)cc1	10	4
COCCOC(=O)N1C(=O)[C@@]2(c3cc(C#CC4(O)CCCCCC4)ccc31)[C@H](C(N)=O)[C@H]1C(=O)O[C@H](c3ccccc3)[C@H](c3ccccc3)N1[C@@H]2c1ccccc1OCCO	·	4
Cc1ccc(-n2c(SCC(=O)NC3CCCCC3)nnc2-c2ccccc2)cc1	13	3

Given with each value named: entries from further up.
SMILES: COCCOC(=O)N1C(=O)[C@@]2(c3cc(C#CC4(O)CCCCCC4)ccc31)[C@H](C(N)=O)[C@H]1C(=O)O[C@H](c3ccccc3)[C@H](c3ccccc3)N1[C@@H]2c1ccccc1OCCO
  mut p53 react: · | STK33 inh: 4
SMILES: Cc1ccc(-n2c(SCC(=O)NC3CCCCC3)nnc2-c2ccccc2)cc1
  mut p53 react: 13 | STK33 inh: 3
SMILES: C[C@@H]1CN([C@@H](C)CO)C(=O)c2cc(NC(=O)Nc3ccc4c(c3)OCO4)ccc2O[C@H]1CN(C)Cc1ccc2c(c1)OCO2
  mut p53 react: · | STK33 inh: 1

Returning to the listing, repeating the 2 entries before the break.
SMILES	mut p53 react	STK33 inh
COCCOC(=O)N1C(=O)[C@@]2(c3cc(C#CC4(O)CCCCCC4)ccc31)[C@H](C(N)=O)[C@H]1C(=O)O[C@H](c3ccccc3)[C@H](c3ccccc3)N1[C@@H]2c1ccccc1OCCO	·	4
Cc1ccc(-n2c(SCC(=O)NC3CCCCC3)nnc2-c2ccccc2)cc1	13	3
Cc1ccc(NC(=O)C2CC(=O)n3cnnc3N2)cc1 (configuration not stated)	1	1
C[C@H]1CN([C@@H](C)CO)C(=O)c2cc(NS(=O)(=O)c3cn(C)cn3)ccc2O[C@H]1CN(C)C(=O)Nc1ccc(F)cc1	0	-2
COc1ccc(NC(=O)Nc2ccc3c(c2)CC(=O)N([C@H](C)CO)C[C@@H](C)[C@H](CN(C)S(=O)(=O)c2ccc(Cl)cc2)O3)cc1	·	1
C[C@@H]1CN([C@H](C)CO)C(=O)c2cccc(NC(=O)NC3CCCCC3)c2O[C@H]1CN(C)C(=O)NC1CCCCC1	2	·
COc1cccc(NC(=O)N(C)C[C@@H]2OCc3cn(nn3)CCCC(=O)N([C@H](C)CO)C[C@@H]2C)c1	·	0
C[C@@H]1CN([C@@H](C)CO)C(=O)c2cc(NS(C)(=O)=O)ccc2O[C@@H](C)CCCCO[C@@H]1CN(C)Cc1ccncc1	-1	·
COC(=O)C1=C(C)NC(=O)C1(Nc1ccc(Cl)cn1)C(F)(F)F (configuration not stated)	-11	-1
C[C@@H]1CN([C@@H](C)CO)C(=O)CCCn2nncc2CO[C@@H]1CN(C)Cc1ccc2c(c1)OCO2	·	-7
O=C(Oc1ccc(-c2ccccc2)cc1)C(Cc1ccccc1)N1C(=O)C2C3CCC(C3)C2C1=O (configuration not stated)	2	2
C[C@H]1CN([C@@H](C)CO)C(=O)Cc2cc(NC(=O)c3ccncc3)ccc2O[C@@H]1CN(C)Cc1ccncc1	·	1
COc1ccc(S(=O)(=O)N(C)C[C@H]2OCCCC[C@@H](C)Oc3ccc(NS(=O)(=O)c4c(C)noc4C)cc3C(=O)N([C@H](C)CO)C[C@@H]2C)cc1	·	1
COc1ccc(NC(=O)N(C)C[C@H]2Oc3c(NS(C)(=O)=O)cccc3C(=O)N([C@H](C)CO)C[C@H]2C)cc1	10	·
Cc1noc(C)c1S(=O)(=O)Nc1ccc2c(c1)CC(=O)N([C@@H](C)CO)C[C@H](C)[C@@H](CN(C)C(=O)Nc1ccc(F)cc1)O2	4	1
C[C@@H]1CN([C@@H](C)CO)C(=O)CCCn2cc(nn2)CO[C@H]1CN(C)C(=O)c1ccc2ccn(C)c2c1	-5	-5
COc1ccc(NC(=O)CSc2nc3sc4c(c3c(=O)n2-c2ccccc2)CCCC4)c([N+](=O)[O-])c1	-20	1
COC(=O)c1cc(OC)c(OC)cc1NC(=O)Cn1nnc(-c2ccccc2Cl)n1	12	2
C[C@@H]1CN([C@@H](C)CO)C(=O)c2cc(-c3cccc(F)c3)cnc2O[C@H]1CN(C)Cc1ccccn1	5	·
COc1ccc(C2C(C(=O)Nc3cc(OC)c(Cl)cc3OC)=C(C)Nc3ncnn32)c(OC)c1 (configuration not stated)	8	0
C[C@@H]1CCCCO[C@H](CN(C)C(=O)CCCN(C)C)[C@@H](C)CN([C@H](C)CO)C(=O)c2cc(NC(=O)Nc3ccccc3)ccc2O1	·	0
C[C@H]1CN([C@@H](C)CO)S(=O)(=O)c2ccc(C3=CCCC3)cc2O[C@@H]1CN(C)S(C)(=O)=O	-6	·
C[C@@H]1CN([C@@H](C)CO)C(=O)c2cc(NS(=O)(=O)c3ccc(F)cc3)ccc2O[C@@H]1CN(C)S(C)(=O)=O	·	1
Cc1ccc(S(=O)(=O)Nc2ccc3c(c2)CC(=O)N([C@@H](C)CO)C[C@@H](C)[C@@H](CN(C)S(=O)(=O)c2ccc(C)cc2)O3)cc1	·	-1
O=C(CC1(O)C(=O)N(Cc2ccccc2)c2ccc(Cl)cc21)c1ccncc1 (configuration not stated)	-4	-1
CC(NC(=O)c1ccccc1NC(=O)C1COc2ccccc2O1)c1ccccc1 (configuration not stated)	-3	-5
CCOC(=O)CN1C(=O)C2(C(C#N)=C(N)Oc3n[nH]c(C)c32)c2ccccc21 (configuration not stated)	·	1
C[C@@H]1CN([C@H](C)CO)C(=O)Cc2cc(NS(=O)(=O)c3cccs3)ccc2O[C@H]1CN(C)S(=O)(=O)c1ccc(Cl)cc1	5	1
C[C@H](CO)N1C[C@H](C)[C@@H](CN(C)Cc2ccc(C(=O)O)cc2)Oc2ccc(NC(=O)Cc3ccccc3)cc2CC1=O	-2	·
C[C@@H]1CN([C@H](C)CO)C(=O)Cc2cc(NC(=O)Nc3cccc4ccccc34)ccc2O[C@@H]1CN(C)S(=O)(=O)c1ccccc1	·	-2
C[C@@H]1CCCCO[C@@H](CN(C)S(=O)(=O)c2ccc(F)cc2)[C@H](C)CN([C@@H](C)CO)C(=O)c2cc(NC(=O)Cc3ccccc3)ccc2O1	-31	·
C[C@H]1CN([C@@H](C)CO)C(=O)Cc2cc(NC(=O)Cc3ccccc3)ccc2O[C@@H]1CN(C)C(=O)Nc1ccc(F)cc1	·	2
COc1ccc(NC(=O)Nc2ccc3c(c2)CC(=O)N([C@@H](C)CO)C[C@@H](C)[C@@H](CN(C)S(=O)(=O)c2cccs2)O3)cc1	1	9
CN(C)C(=O)C[C@@H]1C[C@H]2c3cc(NS(=O)(=O)c4ccc(F)cc4)ccc3O[C@H]2[C@H](CO)O1	-1	·
C[C@@H]1CCCCO[C@H](CN(C)S(=O)(=O)c2cn(C)cn2)[C@@H](C)CN([C@H](C)CO)C(=O)c2cc(NC(=O)Cc3ccccc3)ccc2O1	·	1
CNC[C@H]1Oc2ccc(NC(=O)NC(C)C)cc2C(=O)N([C@@H](C)CO)C[C@@H]1C	·	-3
C[C@@H]1CN([C@H](C)CO)C(=O)c2cc(C#Cc3ccccc3F)cnc2O[C@H]1CN(C)C(=O)c1ccc2c(c1)OCO2	-4	·
CS(=O)(=O)Nc1ccc2c(c1)[C@H]1C[C@@H](CC(=O)N3CCc4ccccc4C3)O[C@H](CO)[C@H]1O2	6	·
Cc1noc(C)c1NC(=O)Nc1ccc2c(c1)CC(=O)N([C@H](C)CO)C[C@@H](C)[C@@H](CN(C)Cc1ccncc1)O2	4	-2
COc1cccc(C(=O)Nc2sc3c(c2C(=O)NCc2cccnc2)CCCC3)c1	9	-2
Cc1ccc(C)c(NC(=O)Cn2nc([N+](=O)[O-])c(Br)c2C)c1	-12	1
C[C@H](CO)N1C[C@H](C)[C@H](CN(C)C(=O)c2ccc3c(c2)OCO3)Oc2cc(-c3cccnc3)ccc2S1(=O)=O	12	·
C[C@@H]1CN([C@H](C)CO)C(=O)c2cc(-c3ccccc3)cnc2O[C@@H]1CN(C)C(=O)Nc1ccccc1	10	·
COc1cc(Cl)c(C)cc1NC(=O)CSc1nnc(-c2ccncc2)n1C	-6	2
C[C@@H]1CCCCO[C@H](CN(C)C(=O)Nc2ccccc2)[C@@H](C)CN([C@H](C)CO)C(=O)c2cc(NS(=O)(=O)c3ccccc3)ccc2O1	·	-1
Cc1ccc(S(=O)(=O)N(C)C[C@@H]2Oc3ccc(NS(=O)(=O)c4ccc(F)cc4)cc3C(=O)N([C@@H](C)CO)C[C@@H]2C)cc1	·	-1
O=C(COc1cc(Cl)c(Cl)cc1Cl)Nc1cccnc1	117*	-1
C[C@@H]1CN([C@H](C)CO)C(=O)Cc2cc(N(C)C)ccc2O[C@H]1CN(C)Cc1ccc(-c2ccccc2)cc1	·	0
CCOc1nc2cccc(C(=O)OC(C)OC(=O)OC3CCCCC3)c2n1Cc1ccc(-c2ccccc2-c2nn[nH]n2)cc1 (configuration not stated)	·	-3
COc1ccc(NC(=O)CSc2nc(C)cc(=O)[nH]2)c(OC)c1	14	0
C/C=C/c1cnc2c(c1)C(=O)N([C@@H](C)CO)C[C@H](C)[C@@H](CN(C)Cc1cncnc1)O2	5	·
Cc1ccccc1S(=O)(=O)N(C)C[C@H]1OCc2cn(nn2)CCCC(=O)N([C@@H](C)CO)C[C@@H]1C	·	-2

6 neighbouring compounds from above, quoted:
SMILES	mut p53 react	STK33 inh
O=C(COc1cc(Cl)c(Cl)cc1Cl)Nc1cccnc1	117*	-1
C[C@@H]1CN([C@H](C)CO)C(=O)Cc2cc(N(C)C)ccc2O[C@H]1CN(C)Cc1ccc(-c2ccccc2)cc1	·	0
CCOc1nc2cccc(C(=O)OC(C)OC(=O)OC3CCCCC3)c2n1Cc1ccc(-c2ccccc2-c2nn[nH]n2)cc1 (configuration not stated)	·	-3
COc1ccc(NC(=O)CSc2nc(C)cc(=O)[nH]2)c(OC)c1	14	0
C/C=C/c1cnc2c(c1)C(=O)N([C@@H](C)CO)C[C@H](C)[C@@H](CN(C)Cc1cncnc1)O2	5	·
Cc1ccccc1S(=O)(=O)N(C)C[C@H]1OCc2cn(nn2)CCCC(=O)N([C@@H](C)CO)C[C@@H]1C	·	-2

Following part.
SMILES	mut p53 react	STK33 inh
COC(=O)CNC(=O)c1ccc(S(=O)(=O)N2CCOCC2)cc1	-1	-4
COc1ccccc1CN1C(=O)c2ccccc2[C@](Cc2ccccc2I)(C(=O)NCCCN(C)C)[C@@H]1c1ccc(CO)cc1	·	10
C[C@@H]1CN([C@@H](C)CO)C(=O)CCCn2cc(nn2)CO[C@@H]1CN(C)C(=O)Nc1ccc(C(F)(F)F)cc1	·	-6
C[C@H]1CN([C@@H](C)CO)C(=O)CCCn2cc(nn2)CO[C@@H]1CN(C)Cc1ccc2c(c1)OCCO2	·	2
CC(=O)N(OCc1ccccc1)[C@@H]1c2cc(C#N)ccc2OC(C)(C)[C@H]1O	-1	·
COc1ccc(CN(C)C[C@@H]2Oc3ccc(NS(=O)(=O)c4c(C)noc4C)cc3C(=O)N([C@@H](C)CO)C[C@@H]2C)cc1	·	1
c1ccc(CN2CCC3(CCc4ccccc43)CC2)cc1	-1	·
C[C@@H]1CN([C@H](C)CO)C(=O)Cc2cc(NS(=O)(=O)c3ccccc3)ccc2O[C@@H]1CN(C)Cc1ccncc1	·	0
O=C(NCc1ccccn1)c1cnn2c(C(F)(F)F)cc(-c3cccs3)nc12	-9	6
COc1ccc(C(=O)CSc2nc(C)cc(=O)[nH]2)cc1[N+](=O)[O-]	-17	-3
